# GLS inh: glutaminase GLS (human) inhibition; O94925; GLS enzymatic activity, qHTS titration; Potency, µM (top dose mostly 45.5 µM), inactives show at the highest dose activity change, negative = inhibition, most hits filed as inhibitors; 410,000 compounds, 0.21% hits; further: potency means the concentration at half of the fitted maximal effect; on the % scale 0 is the no-effect control and ±100 the full control effect
#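 Glutamate formation by hKGA was monitored fluorometrically using coupled glutamate oxidase, HRP and Amplex Red. Substrate was added as 1 mM L-glutamine solution; incubation was 30 min at RT after an initial read.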
# BAZ2B block: BAZ2B (human) inhibition; Q9UIF8; AlphaScreen BAZ2B-H3K14Ac peptide displacement; Potency, µM (top dose mostly 114 µM), for the others: at the top dose activity change, negative = inhibition, hits mostly inhibitors; 360,000 compounds, 4.4% hits; further: potency means the concentration at half of the fitted maximal effect; on the % scale 0 is the no-effect control and ±100 the full control effect; nearly all actives have a fitted effect of over 60% in size
# Target sequence (Q9UIF8 whole entry, looked up): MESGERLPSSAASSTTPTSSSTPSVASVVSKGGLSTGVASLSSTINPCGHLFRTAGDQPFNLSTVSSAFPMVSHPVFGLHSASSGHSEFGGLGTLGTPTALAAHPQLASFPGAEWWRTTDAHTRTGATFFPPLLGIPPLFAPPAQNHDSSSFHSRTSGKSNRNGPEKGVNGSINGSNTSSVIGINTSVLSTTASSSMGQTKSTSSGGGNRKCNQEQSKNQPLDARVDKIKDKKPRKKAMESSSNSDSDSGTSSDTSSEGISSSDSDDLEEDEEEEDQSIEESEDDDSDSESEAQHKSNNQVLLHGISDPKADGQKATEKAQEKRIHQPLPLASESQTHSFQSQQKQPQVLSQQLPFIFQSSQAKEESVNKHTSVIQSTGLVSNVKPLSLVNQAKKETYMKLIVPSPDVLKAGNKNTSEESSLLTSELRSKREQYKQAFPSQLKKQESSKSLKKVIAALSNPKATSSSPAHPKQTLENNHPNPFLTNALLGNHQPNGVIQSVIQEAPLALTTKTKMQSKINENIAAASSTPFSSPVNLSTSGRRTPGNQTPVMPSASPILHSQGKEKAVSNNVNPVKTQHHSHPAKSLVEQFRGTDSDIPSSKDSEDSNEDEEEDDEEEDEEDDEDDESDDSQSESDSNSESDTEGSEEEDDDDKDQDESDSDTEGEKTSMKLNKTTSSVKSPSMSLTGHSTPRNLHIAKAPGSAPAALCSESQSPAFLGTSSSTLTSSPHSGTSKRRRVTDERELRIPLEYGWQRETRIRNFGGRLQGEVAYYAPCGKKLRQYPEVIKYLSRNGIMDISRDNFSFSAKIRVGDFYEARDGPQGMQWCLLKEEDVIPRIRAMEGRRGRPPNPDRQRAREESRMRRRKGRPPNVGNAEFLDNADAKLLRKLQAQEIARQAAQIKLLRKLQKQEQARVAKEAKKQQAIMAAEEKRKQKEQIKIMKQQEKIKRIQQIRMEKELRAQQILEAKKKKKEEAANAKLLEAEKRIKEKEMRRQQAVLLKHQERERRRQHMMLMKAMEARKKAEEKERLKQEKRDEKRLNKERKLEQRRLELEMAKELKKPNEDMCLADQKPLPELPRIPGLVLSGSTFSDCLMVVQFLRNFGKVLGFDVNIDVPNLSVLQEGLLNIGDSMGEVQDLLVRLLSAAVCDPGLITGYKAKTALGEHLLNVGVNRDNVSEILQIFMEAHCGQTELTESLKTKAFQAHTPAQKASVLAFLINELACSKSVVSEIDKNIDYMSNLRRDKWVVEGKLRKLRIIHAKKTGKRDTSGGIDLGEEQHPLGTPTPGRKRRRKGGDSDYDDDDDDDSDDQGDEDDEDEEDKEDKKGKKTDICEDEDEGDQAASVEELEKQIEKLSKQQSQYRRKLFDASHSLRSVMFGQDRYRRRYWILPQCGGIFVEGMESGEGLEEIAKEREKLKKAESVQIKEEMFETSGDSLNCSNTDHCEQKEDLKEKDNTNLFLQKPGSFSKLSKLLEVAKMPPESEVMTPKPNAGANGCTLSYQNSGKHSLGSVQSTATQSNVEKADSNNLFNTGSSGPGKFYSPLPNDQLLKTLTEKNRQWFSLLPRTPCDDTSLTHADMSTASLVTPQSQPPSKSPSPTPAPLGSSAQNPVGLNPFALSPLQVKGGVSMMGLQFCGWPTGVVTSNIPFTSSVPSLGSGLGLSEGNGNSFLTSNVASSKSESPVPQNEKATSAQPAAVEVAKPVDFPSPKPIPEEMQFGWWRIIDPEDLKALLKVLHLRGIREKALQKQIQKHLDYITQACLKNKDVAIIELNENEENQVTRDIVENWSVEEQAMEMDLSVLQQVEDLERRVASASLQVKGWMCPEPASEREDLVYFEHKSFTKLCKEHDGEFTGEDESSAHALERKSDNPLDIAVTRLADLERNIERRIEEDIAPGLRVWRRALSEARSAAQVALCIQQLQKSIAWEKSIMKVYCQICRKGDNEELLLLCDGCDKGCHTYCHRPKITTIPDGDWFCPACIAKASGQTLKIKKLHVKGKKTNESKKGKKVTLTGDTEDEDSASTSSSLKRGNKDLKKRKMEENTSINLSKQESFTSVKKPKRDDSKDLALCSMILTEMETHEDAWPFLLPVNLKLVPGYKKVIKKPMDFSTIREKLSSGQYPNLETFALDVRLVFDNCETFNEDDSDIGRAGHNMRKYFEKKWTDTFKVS
#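 BAZ2B 50 nM plus b-H3(5-23)K14Ac 50 nM, PBS pH 7.4/0.01% Tween-20, 30 min RT; compound added (max 110 uM), 30 min RT; streptavidin donor/Ni-chelate acceptor beads 10 ug/mL final, 20 min dark; AlphaScreen read.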
# PI4K2A block: PI4K2A (human) kinase inhibition. purified PI4K2A, ADP-Glo luminescence, 1 h; hits give low values. activity change, negative = inhibition, % at 76.9 µM. 420,000 compounds, 0.13% hits. AID 1346378; in the data active means activity change below about -50%; inconclusive means mostly about -30% to -49%;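 further: -100% = wells without enzyme as full effect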
#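 In this quantitative HTS, ADP production by PI4K2A was quantified luminescently after 1 h at ambient temperature; 100 microM adenosine served as plate-quality control.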
# Pin1 inh: blocks the human prolyl isomerase Pin1; 390,000 compounds, 0.009% hits; Potency, µM (titrated, usually from 115 µM), inactives show at the top dose activity, negative = inhibition, usual class: inhibitors; Pin1 FP peptide displacement, HiFluor488, 10 min; active means well fitted inhibition curve with a large enough effect in the polarisation, with a control signal flat, not every such curve was filed as active; inconclusive means small, poorly fitted or top-dose-only effect, or effect the other way, or a change in a side signal; inactive means no such curve, though single readings can be large or run the other way; the % refers to the polarisation; further: potency means the concentration at half of the fitted maximal effect; on the % scale 0 is the no-effect control and ±100 the full control effect
# ERG-DNA inh: ERG Ets/DNA interaction inhibition. P11308. fluorescence polarization, His-ERG Ets domain / labelled DNA. Potency, µM (titrated, usually from 76.9 µM), inactives show at the highest dose FP activity, negative = inhibition, actives largely listed as inhibitors. 370,000 compounds, 0.028% hits. AID 624246; active means well fitted inhibition curve with a large enough effect in the polarisation, with a control signal flat; inconclusive means small, poorly fitted or top-dose-only effect, or effect the other way, or a change in a side signal; inactive means no such curve, though single readings can be large or run the other way; the % refers to the polarisation;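 further: polarization taken with two DNA probes labelled with fluorescein and Texas red; potency means the concentration at half of the fitted maximal effect; % of control where 0% means no effect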
#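 His-tagged ERG Ets domain (1 uM in the protein solution; 300mM KCl, 50mM Tris-HCl, 1mM EDTA, 1mM DTT, pH 7.5) received compound, then a probe mix of 5 nM fluorescein-DNA and 100nM Texas-615-DNA. Fluorescence polarization was read for both dyes.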
# JMJD2A Tudor inh: inhibitors of human JMJD2A Tudor domain; 390,000 compounds, 4.4% hits; Potency, µM (series often up to 114 µM), for inactives: at the top dose activity change, negative = inhibition, hits mostly inhibitors; AlphaScreen JMJD2A-Tudor / H3K4me3 peptide binding; O75164; further: potency means the concentration at half of the fitted maximal effect; on the % scale 0 is the no-effect control and ±100 the full control effect; nearly all actives have a fitted effect of over 50% in size
# G9a inh: blocks human histone lysine methyltransferase G9a. Potency, µM (series often up to 102 µM), without a hit: top-dose activity, negative = inhibition, most hits filed as inhibitors. G9a H3K9 monomethylation, AlphaScreen, 2 h. Q96KQ7. 350,000 compounds, 8.8% hits; further: potency means the concentration at half of the fitted maximal effect; on the % scale 0 is the no-effect control and ±100 the full control effect; nearly all actives have a fitted effect of over 75% in size
#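 Readings reflect AlphaScreen signal from monomethyl-H3K9 antibody detection. HMT at 20 nM; substrate b-H3K9 500 nM; cofactor SAM 20 uM; 2 h RT reaction; compounds tested as titrations in qHTS with 15 min preincubation.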
# HP1b chromo inh: HP1-beta chromodomain-methylated histone interaction inhibition; P83916; AlphaScreen HP1-beta / biotin-H3K9me3 peptide binding; Potency, µM (titrated, usually from 114 µM), inactives show at the highest dose activity change, negative = inhibition, hits mostly inhibitors; 390,000 compounds, 0.56% hits; further: potency means the concentration at half of the fitted maximal effect; nearly all actives have a fitted effect of over 70% in size; inactives centre near 23
#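 HP1-beta protein (50 nM final) preincubated 30 min at room temperature with biotinylated H3(1-18)K9me3 peptide (50 nM) in PBS pH 7.4, 0.01% Tween-20, then compound added for 30 min. AlphaScreen streptavidin donor/nickel chelate acceptor beads (10 ug/mL final), 30 min dark, luminescence read.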
# Tb PGK inh: T. brucei PGK inhibition; Potency, µM (top dose mostly 57.5 µM), without a hit: at the highest dose activity change, negative = inhibition, usual class: inhibitors; 380,000 compounds, 0.043% hits; P07378; PGK/GAPDH coupled, Kinase-Glo luminescence, 60 min; further: potency means the concentration at half of the fitted maximal effect; on the % scale 0 is the no-effect control and ±100 the full control effect; nearly all actives have a fitted effect of over 60% in size
#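 Luminescent ATP detection (Kinase-Glo Plus) follows a 60-minute room-temperature incubation, with wells lacking PGK as controls. Buffer: 100 mM TEA (pH 7.6), 5 mM MgCl2, 0.01% Tween-20. Coupling enzyme GAPDH (100 nM final) supplies unstable 1,3-BPG in-well.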
# * hit, by the source's call; i = inactive; u = inconclusive; x = no result given; & = joins results of further samples; [ ] = another dose, or the depositor's remark. Unless noted, the call rests on the fitted dose curve; in most records, active means well fitted curve in the direction sought with a large enough effect; inconclusive means small, poorly fitted or top-dose-only effect, or another doubt; inactive means no such curve, though single readings can be large; an effect the other way counts as inactive or inconclusive.
SMILES,GLS inh,BAZ2B block,PI4K2A block,Pin1 inh,ERG-DNA inh,JMJD2A Tudor inh,G9a inh,HP1b chromo inh,Tb PGK inh
Cc1ccc(NC(=O)CNC(=O)c2sc3ccccc3c2Cl)nc1,1%,-2%,4,2%,3%,-14%,2%[0.501 µM],22%,i
CCNC(=S)NNC(=O)CCn1c2ccccc2c2ccccc21,13%,-6%,-8,-6%,7%,-6%,33%,44%[activator],-1%
CCN1C(=O)[C@H]2[C@@H](c3ccc(-c4ccc(OC)cc4)cc3)N[C@@](CC(C)C)(C(=O)OC)[C@H]2C1=O,-1%,-5%,3,0%,17%,-15%,22%[2.33 µM],34%,-2%
COc1cccc(C(=O)Nc2nc3ccc(S(=O)(=O)N4CCCC4)cc3s2)c1,2%,1%,1,19%,-4%,-6%,-39%[59 µM],28%[57 µM],-3%
COc1ccccc1CNc1ncnc2c1nnn2C,6%,-5%,-4,-9%,12%,-18%,16%[59 µM],24%,12%
COc1ccc(COC(=O)c2cccc(S(=O)(=O)N3CCN(C(C)=O)CC3)c2)cc1,10%,5%,2,-4%,4%,-11%,-27%,18%,10%
CC[C@H](C)[C@@H](C(=O)N1CCNCC1)n1cc([C@@H](N)CC(C)C)nn1,-4%,-3%,-6,-4%,-5%,u,12%[12.7 µM],15%,i
COc1ccc(-c2nc(N)n(C(=O)c3ccccc3Cl)n2)cc1,4%,u,3,-3%,-5%,-10%,20%[59 µM],-11%,-2%
Cc1ccc(CNC(=O)[C@@H](NC(=O)C2CCN(C(=O)[C@@H](N)CC(C)C)CC2)C(C)C)cc1,-1%,-3%,2,1%,-9%,-22%,u,2%,0%
CSCc1c(C(=O)Nc2ccc(N3CCOCC3)cc2)oc2ccccc12,-5%,0%,-7,19%,3%,-8%,u,24%,-5%
CCOc1ccc(CN2CCN(C(=O)c3cccc4ccccc34)CC2)cc1,8%,45µM*,-1,-7%,11%,25µM*,14µM*,u,-13%
CCc1c(O)nc(SCC(=O)Nc2ccccc2)n(C(C)CC)c1=O (stereo unspecified),0%,1%,1,-2%,x,-12%,-5%[59 µM],9%,x
O=S(=O)(c1ccc(NC(=S)NCCc2ccccc2)cc1)N1CCOCC1,4%,-8%,2,-16%,2%,-6%,22%[59 µM],42%[activator],1%
COc1ccc(CNC(=O)c2cc(-c3cccs3)on2)cc1,0%,-16%,-2,22%,-6%,-3%,-32%,26%,0%
CSC1=N/C(=C\c2ccccc2F)C(=O)S1,-13%,-11%,3,1%,3%,-19%,45µM*,22%,-6%
COc1ccc(OCC(CO)N2CCN(c3ccccc3)CC2)cc1 (stereo unspecified),21%,x,1,-1%,-4%,-19%,x,10%[57 µM],1%
COc1ccc(NC(=O)CSCC(=O)Nc2ccc(S(=O)(=O)N3CCOCC3)cc2)cc1,-3%,2%,-4,5%,12%,-5%,-10%[12.7 µM],32%,-9%
Cc1sc2c(c1C)C(=O)/C(=C\Nc1ccncc1)S(=O)(=O)N2C,0%,-8%,3,64%[activator],12%,-14%,x,33%,-4%
CS(=O)(=O)Nc1ccc(C2=NN(S(=O)(=O)c3ccc(F)cc3)C(c3ccco3)C2)cc1 (stereo unspecified),2%,-19%,-7,37%[activator],12%,-33%,50µM*,14%,-8%
CCOC(=O)C(Cc1ccccc1)(Cc1ccccc1)C(C)=O,-13%,80%[activator],0,-1%,-8%,89%[activator],133%[activator],197%[activator],0%
Cc1cc(C)nc(N/N=C/c2c[nH]c3ccccc23)n1,0%,-18%,2,0%,-1%,-15%,8%,17%,3%
O=C(CSc1ccccc1C(=O)O)NCc1ccco1,11%,u,-4,7%,4%,-3%,59%[activator][59 µM],37%,-5%
N#CCC(=O)Nc1ccc(C(=O)NCC(c2ccco2)N2CCCCC2)cc1 (stereo unspecified),2%,u,-4,u,16%,-19%,-3%[59 µM],2%,-4%
COc1ccc(C(=O)N/N=C/c2ccc(SC)cc2)cc1,-1%,-1%,3,-1%,-2%,10%,3%,39%[activator],-7%
Cc1ccc(C)n1-c1nc(=S)[nH][nH]1,u,u,-10,-2%,5%,3.2µM*,1.3µM*,16µM*,-5%
COc1cc(O)c2c(=O)cc(-c3ccccc3)oc2c1,5%,-16%,4,-6%,-2%,-26%,14%[59 µM],10%,-1%
Cc1ccccc1C(=O)Nc1cccc(OCc2cc(=O)n3c4c(sc3n2)CCCC4)c1,5%,-24%,2,-3%,-2%,-13%,2%[59 µM],32%[activator],5%
COc1ccc(Br)c(/C=N/NC(=O)COc2ccc(-c3ccccc3)cc2)c1,6%,-2%,5,5%,-6%,-11%,-11%[59 µM],60%[activator],8%
COc1ccc(CN(C)CC(=O)Nc2ccccc2C(=O)NC2CC2)cc1F,-24%,x,4,-8%,1%,-1%,x,33%,7%
COC(=O)N/N=C/c1cc(C)n(-c2ccccc2)c1C,13%,-31%,-2,6%,0%,-25%,-16%[59 µM],6%,x
COc1ccc(N2CCN(C3(c4ccccc4)C(=O)c4ccccc4C3=O)CC2)cc1,2%,7.1µM*,-4,3%,-1%,8.9µM*,8.9µM*,13µM*,2%
CCN1CCN(C(c2ccccc2)c2c(O)cc(C)n(CCOC)c2=O)CC1 (stereo unspecified),-3%,3%,2,-1%,7%,-11%,u,20%[57 µM],-6%
COc1ccccc1OCCCn1c(C)c(C#N)c2ccccc21,-3%,15%,-7,28%,-1%,20%,21%[59 µM],67%[activator],-6%
CN(CC(=O)Nc1ccc(N2CCOCC2)cc1)C(=O)c1cc(S(=O)(=O)N(C)C)ccc1Cl,34%,-19%,-5,0%,-6%,-17%,u,4%,i
Cc1nc(C)n(CC(O)COc2ccc3cc(Br)ccc3c2)n1 (stereo unspecified),-1%,-7%,2,-1%,1%,-6%,1%[59 µM],10%,1%
CCN(Cc1nc(-c2ccc(OC)cc2)oc1C)S(=O)(=O)c1ccc(Cl)cc1,-4%,u,-4,1%,-2%,32%,13µM*,u,-2%
C=C(Br)CN1CCN(CC(=C)Br)CC1,9%,-2%,-6,-1%,4%,-10%,u,57%[activator],1%
NC(=O)c1cc(S(=O)(=O)N2CCN(c3ccc([N+](=O)[O-])cc3)CC2)cs1,-2%,u,-3,-3%,32%[activator],-30%,19%,19%,-10%
OCCN(CCO)c1nc2ccccc2[nH]1,5%,0%,4,0%,0%,-12%,x,10%,-6%
Nc1cccc2c(=O)[nH][nH]c(=O)c12,1%,x,3,-9%,8%,-3%,x,18%,-2%

# Looked up by structure from above, 2 records:
SMILES,GLS inh,BAZ2B block,PI4K2A block,Pin1 inh,ERG-DNA inh,JMJD2A Tudor inh,G9a inh,HP1b chromo inh,Tb PGK inh
Nc1cccc2c(=O)[nH][nH]c(=O)c12,1%,x,3,-9%,8%,-3%,x,18%,-2%
COc1ccccc1OCCCn1c(C)c(C#N)c2ccccc21,-3%,15%,-7,28%,-1%,20%,21%[59 µM],67%[activator],-6%

# (list continues)
SMILES,GLS inh,BAZ2B block,PI4K2A block,Pin1 inh,ERG-DNA inh,JMJD2A Tudor inh,G9a inh,HP1b chromo inh,Tb PGK inh
Cc1nccc(-c2cc(-c3ccc(Cl)cc3Cl)no2)n1,1%,3%,-4,-4%,5%,5%,19%,13%,2%
CCN(C1CCCCC1)S(=O)(=O)CCNC(=O)c1ccc2c(c1)OCO2,-1%,-21%,-1,2%,21%,7%,2%[0.501 µM],47%[activator],i
Cc1ccc(NC(=O)CN2CCCCC2)c2c1CC(C)(C)O2,2%,-19%,-7,3%,-11%,-13%,8%,15%,-4%
O=C1C(Cc2ccccc2)Nc2ncnc(N3CCN(c4ccccc4)CC3)c2N1Cc1ccc(Br)cc1 (stereo unspecified),3%&5%,x,-1&0,16%,-3%,-34%,x,10%,7%
CCN(CC)C(=O)c1csc(Nc2ccc(C)cc2)n1,6%,u,0,-4%,12%,-33%,13µM*,-2%,-1%
CC1CCC2(CC1)NC(=O)N(NC(=O)CCc1c[nH]c3ccccc13)C2=O (stereo unspecified),-7%,-22%,-4,32%[activator],10%,-21%,u,0%,-2%
CCn1c(=O)c2sccc2n(Cc2cccc(C)c2)c1=O,9%,u,0,-5%,11%,8%,43%[59 µM],60%[activator],i
Cc1ccc2nc(Nc3cccc(Cl)c3C)c(-n3nc(C)cc3C)nc2c1,-2%,9%,0,0%,0%,17%,51%[59 µM],106%[activator],i
Cc1cc(C)c2c(=O)cc(C(F)(F)F)oc2n1,-3%,-9%,-1,0%,-11%,-12%,-6%,15%,0%
Cc1ccccc1Nc1c2c(nc3nncn13)CCC2,7%,-3%,-8,-1%,2%,-6%,-14%[59 µM],54%[activator],i
O=C(CO/N=C/c1ccccc1)N1c2ccccc2Oc2ccccc21,-2%,15%,0,20%,-1%,21%,1%[59 µM],87%,-8%
CCC(C)(C)c1ccc(OCCCC[n+]2ccccc2)c(C(C)(C)CC)c1,-1%,-18%,-6,-9%,-7%,-25%,u,12%,i
Cc1cc(NC(=O)c2ccc3c(c2)OCCO3)cc(-c2nc3ccccc3o2)c1O,-7%,-13%,-1,-1%,0%,-11%,-17%[59 µM],32%,-3%
Cc1ccc(S(=O)(=O)NC2CCCC2)cc1C,-1%,-2%,2,4%,-2%,-6%,4%[59 µM],43%,-5%
CC1CN(C(=O)CCC(=O)NCc2ccccn2)c2ccccc2O1 (stereo unspecified),13%,25%,2,-6%,-19%,-13%,x,42%[activator],-1%
COc1cc(/C=N/NC(=O)c2ccc(Cl)cc2)ccc1OCC(=O)N1CC(C)OC(C)C1 (stereo unspecified),3%,-4%,-1,5%,5%,-9%,6%,8%,-2%

# Screening results from PubChem BioAssay.
